Mtb UGM inh = Mtb UDP-galactopyranose mutase inhibition; hit rate 0.06% among 320,000; inhibition, % at 10 µM; purified UGM, fluorescence polarization probe displacement; in the data active means inhibition above about 10%, passing the limit was not always enough
Target sequence (P9WIQ1 whole entry, looked up): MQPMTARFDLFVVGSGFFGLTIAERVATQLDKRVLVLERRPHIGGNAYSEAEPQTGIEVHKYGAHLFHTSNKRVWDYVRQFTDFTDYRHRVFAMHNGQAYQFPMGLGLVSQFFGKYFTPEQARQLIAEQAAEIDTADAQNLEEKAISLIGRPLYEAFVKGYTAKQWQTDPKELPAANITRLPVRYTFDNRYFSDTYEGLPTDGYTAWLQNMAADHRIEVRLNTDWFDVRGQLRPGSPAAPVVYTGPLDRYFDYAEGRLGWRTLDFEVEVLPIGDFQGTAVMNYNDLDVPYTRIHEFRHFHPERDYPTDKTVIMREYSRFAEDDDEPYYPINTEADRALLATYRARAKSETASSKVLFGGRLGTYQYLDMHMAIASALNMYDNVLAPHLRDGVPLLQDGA
PriA SSB inh = K. pneumoniae PriA-SSBct interaction inhibition; AlphaScreen SSBct-PriA binding, biotinylated peptide; inhibition, % at 33 µM; hit rate 0.6% among 430,000; in the data active means inhibition mostly above about 37%, no sharp cut-off; inactive means mostly below about 20%;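 further: plate controls were negative control peptide for no effect and reference peptide for full effect; strong numbers were not always called active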
VHR inh abs = inhibitors of human VHR1 phosphatase (DUSP3). P51452. recombinant VHR phosphatase, pNPP absorbance. inhibition, % at 13.3 µM. hit rate 0.52% among 290,000. AID 1654; in the data active means inhibition above about 50%; further: some compounds called inactive have numbers as strong as hits
Target sequence (P51452 whole entry, looked up): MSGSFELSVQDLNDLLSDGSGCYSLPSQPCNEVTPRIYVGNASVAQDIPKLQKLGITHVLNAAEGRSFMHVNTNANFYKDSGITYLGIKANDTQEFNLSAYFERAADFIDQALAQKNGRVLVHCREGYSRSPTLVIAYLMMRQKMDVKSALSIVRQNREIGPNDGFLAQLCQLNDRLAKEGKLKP
MazEF act = MazEF (E. coli) toxin RNase activation. AID 504720. hit rate 0.32% among 350,000. P0AE70. FAM/BHQ RNA-DNA oligo cleavage fluorescence, 5 h. activation, % at 20 µM; in the data active means activation above about 50%
Mtb FBA inh = inhibitors of M. tuberculosis fructose-bisphosphate aldolase; purified M. tuberculosis FBA, fluorescence read-out; inhibition, % at 1 µM; hit rate 2.3% among 360,000; in the data active means inhibition above about 27%;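 further: 0% = vehicle and 100% = reference inhibitor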
3CLpro inhibitor = SARS-CoV 3CLpro protease inhibition; recombinant SARS-CoV 3CLpro, quenched FRET peptide cleavage; inhibition, % at 6 µM; hit rate 0.14% among 290,000; in the data active means inhibition above about 12%
GDH-TPI inh = inhibits GDH-TPI coupling enzymes, artifact for Mtb FBA screen; GDH-TPI coupled enzyme counterscreen, NADH absorbance; inhibition, % at 4.8 µM; hit rate 1.2% among 360,000; in the data active means inhibition above about 30%;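 further: 0% = DMSO wells and 100% = wells lacking the enzyme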
Rv3671c protease = Rv3671c (M. tuberculosis) protease inhibition; P9WHR9; inhibition, % at 5.96 µM; hit rate 0.048% among 320,000; in the data active means inhibition above about 38%;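 further: extracellular domain of Rv3671c used as enzyme; 0% = enzyme with DMSO and 100% = no enzyme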
Target sequence (P9WHR9 whole entry, looked up, the tested form may be a part): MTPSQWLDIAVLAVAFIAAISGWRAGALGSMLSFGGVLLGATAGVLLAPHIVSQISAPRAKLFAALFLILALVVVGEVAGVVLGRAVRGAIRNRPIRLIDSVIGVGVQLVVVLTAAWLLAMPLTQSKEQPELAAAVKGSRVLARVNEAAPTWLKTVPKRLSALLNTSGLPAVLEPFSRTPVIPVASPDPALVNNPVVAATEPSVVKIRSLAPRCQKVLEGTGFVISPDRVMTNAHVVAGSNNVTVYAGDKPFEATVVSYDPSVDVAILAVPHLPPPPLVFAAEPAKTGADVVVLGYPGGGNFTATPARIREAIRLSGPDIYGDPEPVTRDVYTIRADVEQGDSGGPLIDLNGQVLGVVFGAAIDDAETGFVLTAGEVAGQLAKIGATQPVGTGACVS
Mtb BioA inh = inhibitors of Mycobacterium tuberculosis BioA enzyme. hit rate 0.096% among 360,000. inhibition, % at 9.99 µM. purified M. tuberculosis BioA enzyme, plate reader. AID 602481; in the data active means inhibition above about 40%
BH1578 lux ind = quorum light induction in luxS cqsA deficient V. cholerae | V. cholerae BH1578 lux reporter, luminescence, 6 h | activation, % at 18.7 µM | hit rate 0.16% among 350,000 | AID 588436; in the data active means activation mostly above about 9.7%, no sharp cut-off; further: not every result past the cut was called active; inactives centre near 0; reference of the scale not given here
* hit, by the source's call; i = inactive; / = not tested or not shown; & = joins results of further samples. A portion of the library; the hit share may differ from the screen's.

SMILES	Mtb UGM inh	PriA SSB inh	VHR inh abs	MazEF act	Mtb FBA inh	3CLpro inhibitor	GDH-TPI inh	Rv3671c protease	Mtb BioA inh	BH1578 lux ind
O=C(COc1ccc([N+](=O)[O-])cc1)NCC(c1cccs1)N1CCOCC1 (centres undefined)	-0.2	-7	/	8	-2	/	-6	1	/	i
Cc1nc2c(OCc3ccccc3)cccn2c1N(C)C(=O)C1CCCCC1	/	/	/	/	0	/	-5	/	1.0	-0.3
CCN(CC)C(=O)[C@H]1CC(CC(=O)NCC23CC4CC(CC(C4)C2)C3)C(=O)N2CCc3c([nH]c4ccccc34)[C@]12C (some centres undefined)	/	2	/	4	-1	/	6	-1	-0.2	i
Cc1nn(-c2ccc(F)cc2)c2sc(C(=O)OCC(=O)N3CCC(C)CC3)cc12	-2.4	-15	-12	2	4	-4	10	-9	-1.3	i
COc1ccccc1Nc1ncc(-c2cccs2)s1	1.4	12	19	0	2	-1	-6	0	0.5	i
COc1cc(C(=O)/C=C/c2cccnc2)c([N+](=O)[O-])cc1OC	0.2	-20	/	6	1	/	16	-4	2.3	0.8
Cc1ccc(C2=CSC3=NS(=O)(=O)CCN23)cc1	-2.3	-15	10	-27	2	1	4	12	/	-0.2
CCn1c(SCC(=O)NCC2CCCO2)nc2c([nH]c3ccccc32)c1=O (centres undefined)	4.5	-5	-5	-4	3	2	9	-13	-2.1	-0.7
CC(C)c1ccc(NC(=O)c2ccc(Br)o2)cc1	-1.8	-12	20	0	1	9	5	2	0.7	-0.6
CCOc1ccc(-c2cc(C(=O)NC3CCCCC3)[nH]n2)c(C)c1	/	/	/	/	-4	/	4	/	-0.7	-0.4
CCc1ccccc1NC(=O)Cn1c(=O)n(-c2ccc(CC(=O)NCC3CCCO3)cc2)c(=O)c2ccccc21 (centres undefined)	0.3	-1	23	6	3	3	6	0	/	-2.4
COc1ccc(CCNC(=O)c2ccc(NC(=O)CC3SC(N4CCCCC4)=NC3=O)cc2)cc1 (centres undefined)	/	0	/	2	5	/	6	/	0.7	-0.3
CC(C)CC(NC(=O)C(NC(=O)OC(C)(C)C)C(C)C)C(=O)NC(CCC(=O)OCc1ccccc1)C(N)=O (centres undefined)	2.9	-12	5	-3	-10	0	-4	-5	0.4&-5.0	-0.3&4.0
Cc1cc(SCC(=O)OCC(=O)N(CCC#N)c2ccccc2)nc2ccccc12	2.5	-23	/	5	-1	/	1	-4	/	i
COc1ccccc1NS(=O)(=O)c1ccc2c(c1)OCCO2	/	-1	58*	-2	6	-4	5	/	-0.8	i

Whole records, looked up by structure. Screens in order: Mtb UGM inh, PriA SSB inh, VHR inh abs, MazEF act, Mtb FBA inh, 3CLpro inhibitor, GDH-TPI inh, Rv3671c protease, Mtb BioA inh, BH1578 lux ind
Cc1cc(SCC(=O)OCC(=O)N(CCC#N)c2ccccc2)nc2ccccc12 is entered as 2.5, -23, /, 5, -1, /, 1, -4, /, i
CCc1ccccc1NC(=O)Cn1c(=O)n(-c2ccc(CC(=O)NCC3CCCO3)cc2)c(=O)c2ccccc21 (centres undefined) is entered as 0.3, -1, 23, 6, 3, 3, 6, 0, /, -2.4

Further records
SMILES	Mtb UGM inh	PriA SSB inh	VHR inh abs	MazEF act	Mtb FBA inh	3CLpro inhibitor	GDH-TPI inh	Rv3671c protease	Mtb BioA inh	BH1578 lux ind
Cc1ccc(N(CC(=O)NCCc2ccc(Cl)cc2)S(=O)(=O)c2c(C)noc2C)cc1	1.7	-13	-19	1	-2	11	1	-5	-1.0	-0.2
N#Cc1ccccc1CSC1=NCCS1	-1.6	5	11	0	1	4	0	4	/	-0.1
CC(OC(=O)CNC(=O)C12CC3CC(CC(C3)C1)C2)C(=O)Nc1ccc(N2CCOCC2)cc1 (centres undefined)	-2.3	9	0	-2	4	-3	-6	7	0.3	-2.6
Cc1ccc(NC(=O)N2CCC(c3nc4c(nnn4Cc4c(F)cccc4Cl)c(=O)[nH]3)CC2)cc1	0.5	9	-4	0	-2	3	5	2	-0.1	0.9
COc1cccc(C(=O)NC(C)CCc2ccccc2)c1 (centres undefined)	0.9	-26	13	3	-1	2	4	4	-0.6	i
CN(C)c1ccc2c3c(cccc13)C(=O)N(c1ccccc1)C2=O	1.4	/	8	/	/	2	/	-3	/	/
CC1CCCCN1C(=O)CSc1ccc(-c2ccc(F)cc2)nn1 (centres undefined)	-0.2	0	18	-2	-3	-6	-10	1	0.4	-0.3
O=C(CCCN1C(=O)/C(=C\c2ccccc2)SC1=S)Nc1ccc(O)cc1	1.3	6	-9	0	2	4	18	2	0.2	-0.5
CCC(C)(C)NC(=O)C(c1ccco1)N(C(=O)CNC(=O)c1cccs1)c1cccnc1 (centres undefined)	-1.1	-19	-14	-1	-4	-3	3	-12	/	-0.2
CCCCn1c(N)c(N(CC(C)C)C(=O)CN2C(=O)NC3(CC(C)CC(C)(C)C3)C2=O)c(=O)[nH]c1=O (centres undefined)	3.1	-11	/	-3	-1	/	2	2	/	-2.8
COc1ccc(N2CCN(CCCNS(=O)(=O)c3ccc4c(c3)oc(=O)n4C)CC2)cc1	-2.9	22	17	0	5	-1	-2	-6	0.4	-0.3
CN1C(=O)c2ccc(C(=O)NCc3ccco3)cc2C1=O	-2.0	-15	5	4	-2	2	-2	-1	-0.9	i
COC(=O)C1=CN(c2ccc(F)cc2)C=C(C(=O)OC)C1c1ccc([N+](=O)[O-])cc1	0.9	5	8	1	0	0	-6	/	2.7	0.6
c1cncc(-c2nc3ccccn3c2Nc2ccc3c(c2)OCCO3)c1	-1.6	14	27	12	3	-2	20	8	9.0	-0.1
COc1ccc(N(Cc2ccccc2)C(=O)c2ccccc2[N+](=O)[O-])cc1	-1.4	6	-12	2	0	5	2	-1	1.2	-0.2

A draw from above in order of molecular weight, falling:
SMILES	Mtb UGM inh	PriA SSB inh	VHR inh abs	MazEF act	Mtb FBA inh	3CLpro inhibitor	GDH-TPI inh	Rv3671c protease	Mtb BioA inh	BH1578 lux ind
O=C(CCCN1C(=O)/C(=C\c2ccccc2)SC1=S)Nc1ccc(O)cc1	1.3	6	-9	0	2	4	18	2	0.2	-0.5
COc1ccc(N(Cc2ccccc2)C(=O)c2ccccc2[N+](=O)[O-])cc1	-1.4	6	-12	2	0	5	2	-1	1.2	-0.2
CN(C)c1ccc2c3c(cccc13)C(=O)N(c1ccccc1)C2=O	1.4	/	8	/	/	2	/	-3	/	/

In the list so far, these contain a furan ring, fused or not:
SMILES	Mtb UGM inh	PriA SSB inh	VHR inh abs	MazEF act	Mtb FBA inh	3CLpro inhibitor	GDH-TPI inh	Rv3671c protease	Mtb BioA inh	BH1578 lux ind
CC(C)c1ccc(NC(=O)c2ccc(Br)o2)cc1	-1.8	-12	20	0	1	9	5	2	0.7	-0.6
CCC(C)(C)NC(=O)C(c1ccco1)N(C(=O)CNC(=O)c1cccs1)c1cccnc1 (centres undefined)	-1.1	-19	-14	-1	-4	-3	3	-12	/	-0.2
CN1C(=O)c2ccc(C(=O)NCc3ccco3)cc2C1=O	-2.0	-15	5	4	-2	2	-2	-1	-0.9	i

New compounds follow
SMILES	Mtb UGM inh	PriA SSB inh	VHR inh abs	MazEF act	Mtb FBA inh	3CLpro inhibitor	GDH-TPI inh	Rv3671c protease	Mtb BioA inh	BH1578 lux ind
Nc1nc(CN2CCN(c3ccccn3)CC2)nc(Nc2ccc(F)cc2)n1	1.5	15	40	9	-1	-3	8	2	0.9	-0.3
CCOc1ccc(C(N)=O)cc1OC	2.8	-15	5	2	2	-4	2	-3	-0.3	i
O=S(=O)(NCc1c(Cl)cccc1Oc1ccccc1)c1ccc(F)cc1	-2.1	-5	32	-3	-4	8	-1	-6	/	-0.4
Cc1c(C)c2cc(Cl)c(OCC(=O)NCCCn3ccnc3)cc2oc1=O	0.6	5	-3	5	11	-6	13	10	/	-0.2
O=C(NCCN1CCCC1)C(c1ccccc1)c1ccccc1	2.0	-15	-10	0	0	4	18	-2	1.0	-0.2
O=C(NCc1ccco1)C1CC(c2ccc(F)cc2)=NO1 (centres undefined)	1.5	-3	10	8	10	3	-12	-8	-0.1	2.5
COc1ccc(S(=O)(=O)N2CCN(C(=S)Nc3ccc(S(N)(=O)=O)cc3)CC2)cc1	2.7	7	40	6	1	-5	-7	-8	27	-0.3
COC(=O)c1oc2ccc(Cl)cc2c1-n1cccc1	-0.9	-5	-11	-1	-1	5	-6	-14	-0.7	-0.5
CC(=O)Nc1c2c(nn1-c1cccc(Cl)c1)CS(=O)C2 (centres undefined)	0.6	-19	42	0	0	-2	8	-9	-0.3	-0.3
O=C(NCc1nnc(SCc2ccc(F)cc2)n1-c1ccc(F)cc1)C12CC3CC(CC(C3)C1)C2	1.3	-12	12	-2	-2	6	-6	-5	1.3	i
O=C(O)CCCNC(=O)C(c1ccccc1)c1ccccc1	-1.1&3.1	-7	-2&8	-2&5	-1&5	1&1	-3&6	-11&0	/	-0.3&-1.7
Cc1noc(C)c1S(=O)(=O)N(C)C[C@H]1Oc2ccc(NC(=O)CCC(F)(F)F)cc2C(=O)N([C@H](C)CO)C[C@@H]1C	-1.4	-9	/	1	6	/	-6	4	-2.1	i
O=C(/C=C/c1ccccc1)Oc1cccc(C(=S)N2CCOCC2)c1	1.5	3	-15	3	-1	-4	-1	0	0.0	-0.2
CCOCCCNC(=O)C(NC(=O)c1cnccn1)c1ccc(OC)cc1 (centres undefined)	-0.2	14	15	4	-1	-1	7	-5	-2.6	-0.3
CCOc1ccc(-c2nnc3sc(COc4ccc(Cl)cc4)nn23)cc1	-0.6	-17	-12	-17	-1	-4	-3	-10	-1.1	0.6

2 of the compounds above, with values under each structure:
Below each SMILES – Mtb UGM inh	PriA SSB inh	VHR inh abs	MazEF act	Mtb FBA inh	3CLpro inhibitor	GDH-TPI inh	Rv3671c protease	Mtb BioA inh	BH1578 lux ind
COc1cc(C(=O)/C=C/c2cccnc2)c([N+](=O)[O-])cc1OC
    0.2	-20	/	6	1	/	16	-4	2.3	0.8
Cc1ccc(C2=CSC3=NS(=O)(=O)CCN23)cc1
    -2.3	-15	10	-27	2	1	4	12	/	-0.2

New compounds follow:
SMILES	Mtb UGM inh	PriA SSB inh	VHR inh abs	MazEF act	Mtb FBA inh	3CLpro inhibitor	GDH-TPI inh	Rv3671c protease	Mtb BioA inh	BH1578 lux ind
CC(C)CN(CC(C)C)c1nn[nH]n1	/	-10	/	4	-3	/	0	/	-0.2	i
Cc1ccc(CC2SC(=O)NC2=O)cc1Cl (centres undefined)	-0.3	-22	22	2	-4	-4	-7	-1	/	-0.2
N#CCSc1nc2scc(-c3cccs3)c2c(=O)n1CCc1ccccc1	-1.6	3	16	-1	4	1	6	-2	/	i
COc1ccc2ccccc2c1/C=N\NC(=O)c1cccnc1	1.0	/	/	-11	2	/	35*	-3	-1.1	i
COC(=O)CNC(c1ccccc1)c1cc(C)ccc1NC(=O)c1cccc(Cl)c1 (centres undefined)	2.8	-1	-5	0	2	-2	7	-11	/	-0.3
CN(C)S(=O)(=O)N(CC(=O)Nc1ccc(S(=O)(=O)N2CCCC2)cc1)c1ccccc1	1.2	-10	4	1	-3	6	2	-5	0.6	i
O=C(COc1ccc(F)cc1)Nc1nnc(S(=O)(=O)N2CCCC2)s1	-2.0	-25	13	-2	0	3	8	4	-1.6	-0.2
COc1cc2c(cc1NC(=O)CSc1cccc[n+]1[O-])oc1ccccc12	2.3	-4	8	-3	-3	4	18	-12	/	-0.4
O=C(NCCCN1CCCC1=O)C1CCCO1 (centres undefined)	-0.8	-1	14	0	5	-2	3	-1	-0.9	i
Cc1ccc(Nc2nnc(SC/C(O)=C(\C#N)c3nc4ccccc4[nH]3)s2)c(C)c1	3.7	1	-4	-5	3	3	19	-18	-1.0	-0.6
O=C(O)C1C2C=CC(C2)C1C(=O)NCc1cccs1 (centres undefined)	-2.9	-2	23	5	2	3	-8	6	0.7	-0.6
Cc1cc(C(=O)OCC(=O)Nc2ccccc2[N+](=O)[O-])c2ccccc2n1	2.2	-20	14	3	-6	-2	3	-13	/	-0.3
Cc1coc2c1C(=O)C(=O)c1c-2ccc2c(C)cccc12	2.2	0	26	2	0	/	14	-9	-1.4	i

Bioassay records from PubChem BioAssay.
